Source: PubChem
FBA Mtb inh = Mtb fructose-bisphosphate aldolase inhibition | AID 588726 | P9WQA3 | purified M. tuberculosis FBA, fluorescence read-out | inhibition, % at 1 µM | 360,000 compounds, 2.3% hits; in the data active = inhibition above about 27%;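 note: 0% = vehicle and 100% = reference inhibitor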
Target sequence (P9WQA3 whole entry, looked up): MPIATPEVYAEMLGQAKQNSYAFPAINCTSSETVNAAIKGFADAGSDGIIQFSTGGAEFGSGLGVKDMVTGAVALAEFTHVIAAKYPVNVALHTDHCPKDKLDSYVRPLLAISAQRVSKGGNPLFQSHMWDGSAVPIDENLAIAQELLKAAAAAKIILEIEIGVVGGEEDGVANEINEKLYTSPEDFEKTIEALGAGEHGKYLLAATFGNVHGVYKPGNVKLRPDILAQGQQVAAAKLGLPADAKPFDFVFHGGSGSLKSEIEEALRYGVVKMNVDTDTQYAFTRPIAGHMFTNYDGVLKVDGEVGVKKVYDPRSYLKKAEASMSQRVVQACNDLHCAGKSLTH
Mtb UGM inh = Mtb UDP-galactopyranose mutase inhibition | P9WIQ1 | purified UGM, fluorescence polarization probe displacement | inhibition, % at 10 µM | 320,000 compounds, 0.06% hits; in the data active = inhibition above about 10%, passing the limit was not always enough; inconclusive = no clear call, values can overlap the other calls
MazF activator = MazEF (E. coli) toxin RNase activation. P0AE70. FAM/BHQ RNA-DNA oligo cleavage fluorescence, 5 h. activation, % at 20 µM. 350,000 compounds, 0.32% hits. AID 504720; in the data active = activation above about 50%
Target sequence (P0AE70 whole entry, looked up): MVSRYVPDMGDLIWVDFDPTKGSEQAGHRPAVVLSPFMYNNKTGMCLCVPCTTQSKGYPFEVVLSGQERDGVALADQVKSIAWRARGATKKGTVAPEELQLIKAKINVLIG
GDH-TPI counter = inhibits GDH-TPI coupling enzymes, artifact for Mtb FBA screen; GDH-TPI coupled enzyme counterscreen, NADH absorbance; inhibition, % at 4.8 µM; 360,000 compounds, 1.2% hits; in the data active = inhibition above about 30%;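 note: 0% = DMSO wells and 100% = wells lacking the enzyme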
BoNT F protease = BoNT F light chain protease inhibition; 360,000 compounds, 0.22% hits; inhibition, % at 10 µM; Multiplex microsphere protease cleavage assay, flow cytometry; in the data active = inhibition above about 35%, passing the limit was not always enough; inconclusive = no clear call, values can overlap the other calls; note: plate controls were buffer without enzyme for full effect and enzyme alone for no effect
Mtb BioA inh = blocks M. tuberculosis BioA enzyme activity; AID 602481; inhibition, % at 9.99 µM; 360,000 compounds, 0.096% hits; purified M. tuberculosis BioA enzyme, plate reader; in the data active = inhibition above about 40%; inconclusive = no clear call, values can overlap the other calls
FadD28 binding = blocks FadD28 binding to the bisubstrate probe | inhibition, % at 12.5 µM | fluorescence polarization | 360,000 compounds, 0.22% hits | AID 588549; in the data active = inhibition above about 8.5%, passing the limit was not always enough; inconclusive = no clear call, values can overlap the other calls
PrPC surface inh = reduces human prion protein on the cell surface. P04156. cell surface PrPC, TR-FRET read-out. inhibition, % at 13.8 µM. 370,000 compounds, 0.43% hits. AID 720596; in the data active = inhibition above about 24%; note: 0% = median of the test wells and 100% = reference compound wells
Rv3671c inh = inhibitors of M. tuberculosis serine protease Rv3671c | inhibition, % at 5.96 µM | 320,000 compounds, 0.048% hits; in the data active = inhibition above about 38%;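 note: extracellular domain of Rv3671c used as enzyme; 0% = enzyme with DMSO and 100% = no enzyme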
Target sequence (P9WHR9 whole entry, looked up, the tested form may be a part): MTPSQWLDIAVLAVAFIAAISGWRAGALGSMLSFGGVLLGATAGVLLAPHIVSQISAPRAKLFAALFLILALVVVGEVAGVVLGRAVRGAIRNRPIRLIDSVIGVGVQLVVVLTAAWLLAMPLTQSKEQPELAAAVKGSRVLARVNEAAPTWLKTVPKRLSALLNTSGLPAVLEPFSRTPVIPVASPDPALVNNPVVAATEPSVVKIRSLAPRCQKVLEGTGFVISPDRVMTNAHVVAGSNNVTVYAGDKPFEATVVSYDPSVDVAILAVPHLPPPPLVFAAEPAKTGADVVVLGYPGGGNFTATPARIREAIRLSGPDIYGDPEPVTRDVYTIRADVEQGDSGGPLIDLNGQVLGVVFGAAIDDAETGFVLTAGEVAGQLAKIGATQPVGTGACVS
* hit, by the source's call; ? = inconclusive; nt = not tested or not shown. Compounds as they come; overall some 4.8% were active at least once.

canonical_smiles,FBA Mtb inh,Mtb UGM inh,MazF activator,GDH-TPI counter,BoNT F protease,Mtb BioA inh,FadD28 binding,PrPC surface inh,Rv3671c inh
C=CCOc1ccc(/C=C2\SC(N3CCCCC3)=NC2=O)cc1,1,-0.8,12,38*,?,-0.7,2.3,-5,1
CCc1c(C)nc(SC)n(CC#N)c1=O,-2,3.3,11,-1,0,2.0,0.0,-1,0
O=C(NCCOc1ccccc1)c1ccc2n[nH]nc2c1,-2,2.2,7,1,0,11,-2.2,-9,-7
COCCN(CC(=O)Nc1ccc(F)cc1)S(=O)(=O)c1ccc(S(=O)(=O)N2CCCC2)cc1,-12,1.6,-4,-14,-6,-0.9,-3.3,-1,2
Cc1ccc(N=C2NC(=O)c3cccc([N+](=O)[O-])c32)cc1,-2,0.9,-1,14,-4,nt,0.3,6,3
Cc1cccc(C(=O)NCC(=O)Nc2ccncc2)c1,-3,nt,-4,-3,-15,2.4,-2.4,0,-9
COc1cccc(-c2nnc(SCC(N)=O)n2-c2ccc(Cl)cc2)c1,4,-2.9,-5,5,-3,0.3,-2.6,4,-4
COc1ccc(NC2CCCCC2NS(=O)(=O)c2ccc(C)cc2)cc1 (stereo unspecified),3,1.0,2,1,-2,2.7,-4.1,9,-2
O=S(=O)(O)c1cc(O)c(N=Nc2ccc(O)cc2O)c2ccccc12,-14,nt,-1,11,-58,9.0,-1.1,-64,nt
O=C(N1CCCCC1)N1CCN(C(=O)N(c2ccccc2)c2ccccc2)CC1,2,-2.0,-2,4,-10,nt,-0.9,-1,2
O=C(C[C@H]1C[C@H](C(=O)N2CCOCC2)[C@@]2(CCC3CCCC3)c3[nH]c4ccc(Cl)cc4c3CCN2C1=O)NCc1ccco1,5,nt,38,14,-11,30,0.6,0,nt
COc1ccccc1NC(=O)NNC(=O)CCc1ccccc1,9,-0.7,0,2,-1,-5.3,-0.9,-5,4
CCN1CCCc2cc(CN(CCN3CCOCC3)C(=S)Nc3ccccc3C)ccc21,1,-2.1,-7,4,nt,nt,0.7,0,1
CCOC(=O)c1ccc(NC(=O)CCn2c(=O)oc3ccccc32)cc1,-1,-3.7,3,-3,-4,1.4,-2.9,-4,-4
O=C(OCc1ccc([N+](=O)[O-])cc1)C1CC(=O)N(Cc2ccccc2Cl)C1 (stereo unspecified),0,-1.4,2,1,-5,11,-0.7,-8,-3
CCC1CN(C)CCC1(OC(C)=O)c1ccccc1 (stereo unspecified),3,-1.0,1,7,-29,-0.4,-1.6,-12,9
CCn1c(=O)cc(SCC(=O)Nc2ccc(OC)c(OC)c2)c2ccccc21,-1,-0.1,-2,6,-9,-0.4,-0.1,6,5
c1cc(N2CCOCC2)ccc1-c1ccc2nncn2c1,1,nt,nt,12,-4,2.9,-1.1,-30,nt
CC1CCCCN1Cc1ccc(-c2nnn(CC(=O)NC3CCCCC3)n2)cc1 (stereo unspecified),-10,-0.5,-2,62*,-14,nt,-1.8,-7,-5
COc1ccc(C(=O)NCc2ccco2)cc1S(=O)(=O)N1CCOCC1,2,1.1,-1,-8,4,-0.4,-1.3,1,0
COC(=O)C1=C(C)NC2=C(C(=O)CC(c3cccs3)C2)C1c1ccsc1 (stereo unspecified),12,0.1,-4,10,10,0.4,-2.9,11,-7
COc1ccc([N+](=O)[O-])cc1NS(=O)(=O)c1cc(C(=O)NCc2cccnc2)ccc1Cl,-1,2.6,2,12,4,1.6,-1.3,-15,-4
CCCC(=O)Nc1ccc(C(=O)NCCc2ccc(F)cc2)cc1,0,0.8,9,2,-5,nt,-4.3,-3,1
O=C1C2=C(c3ccccc31)[N+](=O)C1CCCCC1N2[O-] (stereo unspecified),-1,3.2,-3,5,19,-1.3,-0.2,1,-12
Cc1c(Br)c(-c2n[nH]c(=S)n2Cc2ccco2)nn1C,0,4.3,9,1,-2,nt,0.1,5,6
O=C(CCC(=O)N1CCN(c2ccccc2)CC1)Nc1nnc(C2CCCCC2)s1,2,1.3,-3,5,?,nt,0.0,0,0
CS(=O)(=O)Nc1ccc(C(=O)NCCSCc2ccccc2)cc1,0,2.4,8,-2,-7,nt,1.1,-8,-1
O=C(CCC(=O)N1CCN(c2cccc(Cl)c2)CC1)N1CCN(c2ccccc2)CC1,1,-0.9,0,0,-15,-0.8,-2.9,17,6
COc1ccc(CN2CC(C(=O)NCC3CCCO3)CC2=O)cc1 (stereo unspecified),1,-1.7,6,7,0,-1.0,0.1,0,4
CC(C)c1cc(C(=O)O)c2cnn(C(C)C)c2n1,15,4.9,3,-15,-8,-0.9,1.5,-10,0
Cc1ccc(NC(=S)Nc2nc(CC(=O)Nc3ccccc3)cs2)cc1,0,-0.8,5,8,10,1.0,-8.3,10,-58
Cc1ccc(C(C(=O)NC2CCCC2)N(C(=O)Cc2cccs2)c2cccc(C)c2C)o1 (stereo unspecified),-1,-1.8,-1,12,-11,-5.8,0.9,-1,6
Cc1ccc(C)c(N2CCN(C(=O)C3CCCN(S(=O)(=O)c4cnc[nH]4)C3)CC2)c1 (stereo unspecified),-2,0.0,-4,1,-3,1.8,-2.8,-1,-12
CCN(Cc1nc2ccccc2c(=O)[nH]1)C(=O)c1cc2c(s1)CCCCC2,5,0.9,1,1,3,-3.1,-2.0,0,-12
COc1ccc(C(=O)/C=C/C(=O)N(CC(=O)NCCC(C)C)Cc2cccs2)c(O)c1,7,nt,-12,5,-5,nt,-1.5,2,nt
CC(=O)c1ccc(NC(=O)C2CCN(S(=O)(=O)c3cccc4nonc34)CC2)cc1,-1,3.3,14,15,-7,-1.7,-0.7,6,-10
O=C(/C=C/c1ccccc1)N/C(=C/c1ccccc1)C(=O)N1CCOCC1,1,1.9,2,10,30,nt,-1.1,1,-9
COc1cc(C)c(C2NC(=O)c3ccccc3N2)cc1C (stereo unspecified),22,nt,7,10,-11,nt,-3.0,3,nt
COCCNC(=O)CSc1nc(N)c(NC(=O)c2ccco2)c(=O)[nH]1,2,nt,6,-6,-1,0.1,1.0,-4,nt
CC(=O)Nc1ccc(NC(=O)c2ccc([N+](=O)[O-])cc2Cl)cc1,2,2.9,10,8,0,-1.5,-0.6,-40,-3
Cc1ccc(C)c(Oc2coc3cc(O)ccc3c2=O)c1,38*,1.0,6,20,-1,0.1,-0.9,3,-5
O=C(Cc1cccc(NC(=O)C2CCCN(C(=O)C3CCCCC3)C2)c1)Nc1ccc(C(=O)N2CCOCC2)cc1 (stereo unspecified),2,nt,6,-8,-1,2.1,-2.7,2,nt
COc1ccc(NC(=S)N(CCC(C)C)C2CCN(C(C)=O)CC2)cc1,1,-0.5,4,-1,6,nt,-1.8,9,0
Cc1nnc(SCCC(=O)Nc2nc(-c3ccccc3)ns2)s1,-2,3.4,-3,8,-6,-2.8,-5.0,0,-27
NS(=O)(=O)c1cccc(NC(=O)CSc2n[nH]c(-c3cccs3)n2)c1,-1,-1.2,1,-4,-9,1.3,-4.9,-7,-2
Cc1cc(OC(F)F)ccc1NC(=S)NC1CCCC1,-3,-1.5,3,-7,6,0.5,-3.6,2,nt
C=CCN1CCN(C(=O)c2ccc(-c3ccccc3)cc2)CC1,1,0.7,2,16,2,-2.0,0.4,-5,8
Cc1c(Cl)cccc1NC(=O)COC(=O)CN1C(=O)NC(C)(C)C1=O,0,1.0,-15,6,-2,-0.6,-1.7,-1,6
CN(C)c1nn(C(=O)Nc2ccc(Cl)cc2Cl)cc1-c1ccccc1,2,0.8,9,4,-6,-0.7,0.0,4,-7
CCCc1cc(=O)[nH]c(SCc2ccc(F)cc2)n1,0,1.1,8,-17,-6,nt,-5.7,0,-14

4 successive compounds from above:
canonical_smiles,FBA Mtb inh,Mtb UGM inh,MazF activator,GDH-TPI counter,BoNT F protease,Mtb BioA inh,FadD28 binding,PrPC surface inh,Rv3671c inh
C=CCN1CCN(C(=O)c2ccc(-c3ccccc3)cc2)CC1,1,0.7,2,16,2,-2.0,0.4,-5,8
Cc1c(Cl)cccc1NC(=O)COC(=O)CN1C(=O)NC(C)(C)C1=O,0,1.0,-15,6,-2,-0.6,-1.7,-1,6
CN(C)c1nn(C(=O)Nc2ccc(Cl)cc2Cl)cc1-c1ccccc1,2,0.8,9,4,-6,-0.7,0.0,4,-7
CCCc1cc(=O)[nH]c(SCc2ccc(F)cc2)n1,0,1.1,8,-17,-6,nt,-5.7,0,-14

Further records follow.
canonical_smiles,FBA Mtb inh,Mtb UGM inh,MazF activator,GDH-TPI counter,BoNT F protease,Mtb BioA inh,FadD28 binding,PrPC surface inh,Rv3671c inh
CCCCCCC1C(C#N)=C(N)OC2=C1C(=O)CCC2 (stereo unspecified),-2,0.8,-3,-5,-4,1.2,-4.2,-1,0
O=S(=O)(CCSc1ccccn1)c1nc2ccccc2s1,1,3.6,-7,6,-3,-1.1,-0.7,-6,-7
CCOc1ccc(N(C(C)C(=O)NC2CCCCCC2)S(C)(=O)=O)cc1 (stereo unspecified),0,0.2,-3,1,-12,0.7,-1.4,4,-1
O=C(NN1C(=O)/C(=C/c2cccs2)SC1=S)c1ccccc1,-3,3.7,-4,12,41*,nt,2.1,nt,-19
COc1ccc(CN2C(=O)C(CC(=O)NC3CCCC3)CC(C(=O)N(C)C)=C2C)cc1 (stereo unspecified),2,nt,7,1,-3,0.6,-0.9,-4,nt
CCCNC(=O)c1cc(C)no1,-2,-0.6,-5,-5,-4,-1.8,-1.9,-6,0
O=S(=O)(Nc1ccc(Br)cc1)c1cccc2cccnc12,-1,-3.0,7,-6,?,nt,-3.4,12,-10
O=C(CSc1nc2c(c(=O)[nH]1)CCC2)Nc1ccccc1Cl,-5,-0.4,0,-1,0,nt,nt,0,-11
CC(=O)CSc1cc(C)nc2c(-c3ccccc3)c(C)nn12,3,-3.7,3,-7,?,nt,-2.0,-5,11
COc1cc2c(cc1OC)CN(CC(=O)Nc1ccc(S(=O)(=O)N(C)C)cc1)CC2,1,-2.4,9,-8,1,1.7,-5.4,5,-2
COc1ccccc1N1CCN(C(=O)C(=O)c2cn(CC(=O)N3CCOCC3)c3ccccc23)CC1,1,0.0,-5,16,-1,-2.6,-1.2,-6,2
COc1ccc(Cl)cc1NC(=O)CN(C)C(=O)c1cc(-c2cccs2)nn1-c1ccccc1,-2,-0.1,-13,6,-2,-2.5,-2.5,3,-24
Cc1ccc(S(=O)(=O)C(C#N)c2nc3ccccc3nc2N2CCCC2)cc1 (stereo unspecified),128*,7.9,-50,11,-10,nt,-3.0,-14,-15
COc1cccc(-c2cnc3c(NC=O)cc(-c4ccccc4Oc4ccccc4)cn23)c1,0,nt,nt,3,-11,-2.0,-5.4,1,nt
COc1ccc(NC(C)C(=O)N/N=C/c2ccccc2OCc2cccc(Br)c2)cc1 (stereo unspecified),-7,-1.3,0,14,-2,nt,0.1,0,4
Cc1ccc(C(C(=O)NC(C)(C)C)N(Cc2cccnc2)C(=O)C(=O)NC2CCCCC2)o1 (stereo unspecified),4,0.9,-3,1,-4,nt,-1.1,7,2
Cc1cccc(C(=O)NC(=S)N2CCN(C)CC2)c1,0,2.2,10,7,-2,-1.2,-2.7,3,-6
CCN(C(=O)COC(=O)C12CC3CC(CC(NC(C)=O)(C3)C1)C2)C1CCCCC1,1,nt,1,-1,18,0.0,-2.1,-7,nt
O=C(Nc1ccccc1N1CCOCC1)c1ccc(N2CCCC2=O)cc1,2,0.8,5,0,nt,-1.1,-3.1,0,3
O=C(NCCOc1ccccc1)C(c1ccccc1)c1ccccc1,-7,0.0,7,-1,0,-2.8,-1.8,3,2

Entries of single compounds from above. Screens in order: FBA Mtb inh, Mtb UGM inh, MazF activator, GDH-TPI counter, BoNT F protease, Mtb BioA inh, FadD28 binding, PrPC surface inh, Rv3671c inh
Results for COc1ccccc1N1CCN(C(=O)C(=O)c2cn(CC(=O)N3CCOCC3)c3ccccc23)CC1 = 1, 0.0, -5, 16, -1, -2.6, -1.2, -6, 2
Results for O=C(NN1C(=O)/C(=C/c2cccs2)SC1=S)c1ccccc1 = -3, 3.7, -4, 12, 41*, nt, 2.1, nt, -19
